Giardia kill – Small Molecules that selectively kill Giardia lamblia: qHTS. Giardia lamblia trophozoite viability. activity change, % at 7.66 µM, hits read low. hit rate 0.15% among 340,000. AID 540267, 2011; in the data active means activity change below about -80%; inconclusive means between about -30% and that limit;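 further: parasites exposed to compound for two days anaerobically before the ATP read; on the % scale 0 is the no-effect control and ±100 the full control effect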
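ATP-content bioluminescence gauges trophozoite survival. Cells (100/well) receive compound and incubate anaerobically for 48 hrs at 37 deg C; detection reagent follows for 15-30 min at room temperature.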
a7 integrin act – qHTS for Activators of Integrin-Mediated Alleviation for Muscular Dystrophy; alpha7betagal myoblasts, beta-gal FDG fluorescence, 48 h; Potency, µM (doses to about 38.3 µM), for the others: top-dose activation, most hits filed as activators; hit rate 0.064% among 350,000;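 further: potency means the concentration at half of the fitted maximal effect; 100% = response of the positive control SU9516; nearly all actives have a fitted effect of over 60% in size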
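alpha7betagal+/- myoblasts (passage 13, 250/well) treated 48 h at 37C with compounds at 1:260 dilution of DMSO stock. Lysed, then beta-galactosidase activity read as FDG fluorescence (ex 480/em 540) after 30 min, with pre-read for autofluorescence.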
Tb PFK block – qHTS Assay to Find Inhibitors of T. brucei phosphofructokinase; ATP-dependent 6-phosphofructokinase (Trypanosoma brucei brucei), O15648; AID 485367, 2010; hit rate 0.17% among 330,000; T. brucei PFK, ADP-Glo luminescence; Potency, µM (series often up to 57.5 µM), without a hit: at the highest dose activity, negative = inhibition, usual class: inhibitors;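 further: potency means the concentration at half of the fitted maximal effect; 0% = uninhibited 1x PFK enzyme wells and -100% = no-enzyme wells; nearly all actives have a fitted effect of over 60% in size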
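PFK 1.25 nM, F6P 0.5 mM, ATP 0.1 mM, 0.1 M TEA pH 8.0, 5 mM MgCl2, 0.01% Tween20, 0.1% BSA; 45 min RT. ADP-Glo readout. qHTS titration up to 57 uM; curves fitted, compounds curve-classed.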
B2AR arrestin – qHTS assay of beta-arrestin-biased ligands of beta2-adrenergic receptor; Beta-2 adrenergic receptor (Homo sapiens), P07550; beta-arrestin recruitment to beta2AR, cell-based reporter; Potency, µM (highest dose often 46.1 µM), inactives show at the highest dose activation, most hits filed as activators; hit rate 0.02% among 330,000;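 further: potency means the concentration at half of the fitted maximal effect; 0% = DMSO controls and full agonism = EC100 isoproterenol or metaproterenol; nearly all actives have a fitted effect of over 65% in size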
PKM2 activator – qHTS Assay for Activators of Human Muscle isoform 2 Pyruvate Kinase; hit rate 0.34% among 260,000; purified PKM2, Kinase-Glo ATP luminescence, activation; response scale: 0% is enzyme alone, no compound; Pyruvate kinase PKM (Homo sapiens), P14618; Potency, µM (highest dose often 57.5 µM), inactives show top-dose activation, most hits filed as activators; further: potency means the concentration at half of the fitted maximal effect; on the % scale 0 is the no-effect control and ±100 the full control effect; nearly all actives have a fitted effect of over 55% in size
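ATP formation by purified human PK-M2, quantified via coupled luciferase luminescence after 1 h at room temperature with 0.1 mM ADP and 0.5 mM PEP final.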
PTAP TSG101 blk – qHTS Assay for Iinhibitors of HIV-1 Budding by Blocking the Interaction of PTAP/TSG101. Tumor susceptibility gene 101 protein (Homo sapiens), Q99816. Fluorescence polarization, FITC-PTAP peptide / Tsg101 binding. Potency, µM (highest dose often 115 µM), for inactives: at the top dose activity change, negative = inhibition, usual class: inhibitors. 340,000 tested, under 10 active. AID 493005, 2010; active means well fitted inhibition curve with a large enough effect in the main read-out, with a control signal flat, not every such curve was filed as active; inconclusive means small, poorly fitted or top-dose-only effect, or effect the other way, or a change in a side signal; inactive means no such curve, though single readings can be large or run the other way; further: potency means the concentration at half of the fitted maximal effect; % of control where 0% means no effect
Target sequence (Q99816 whole entry, looked up): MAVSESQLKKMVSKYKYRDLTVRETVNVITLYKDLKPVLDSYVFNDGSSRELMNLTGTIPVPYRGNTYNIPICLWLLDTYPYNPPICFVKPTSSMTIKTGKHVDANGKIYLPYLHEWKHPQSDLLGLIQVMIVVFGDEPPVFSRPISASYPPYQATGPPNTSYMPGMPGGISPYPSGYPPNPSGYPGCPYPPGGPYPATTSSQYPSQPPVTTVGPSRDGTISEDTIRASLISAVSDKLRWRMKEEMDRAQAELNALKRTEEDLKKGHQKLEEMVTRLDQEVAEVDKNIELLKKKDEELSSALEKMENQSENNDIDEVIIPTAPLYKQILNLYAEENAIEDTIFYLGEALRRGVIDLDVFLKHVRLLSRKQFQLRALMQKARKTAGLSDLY
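FP read-out: FITC-PTAP peptide, 50 nM final, binding Tsg101 binding domain, 10 uM final; 20 min, r.t.; 10 mM HEPES pH 7.5, 0.15 M NaCl, 0.01% Tween 20, 3 mM EDTA, 0.1 mM TCEP.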
S-ASM inh – Inhibitors of Secretory Acid Sphingomyelinase (S-ASM): qHTS. Sphingomyelin phosphodiesterase (Homo sapiens), P17405. Potency, µM (series often up to 57.5 µM), inactives show top-dose activity change, negative = inhibition, hits mostly inhibitors. AID 504937, 2011. hit rate 0.006% among 340,000. placental ASM, HMU-PC fluorogenic substrate, 60 min; further: potency means the concentration at half of the fitted maximal effect
Target sequence (P17405 47-631 limits assumed): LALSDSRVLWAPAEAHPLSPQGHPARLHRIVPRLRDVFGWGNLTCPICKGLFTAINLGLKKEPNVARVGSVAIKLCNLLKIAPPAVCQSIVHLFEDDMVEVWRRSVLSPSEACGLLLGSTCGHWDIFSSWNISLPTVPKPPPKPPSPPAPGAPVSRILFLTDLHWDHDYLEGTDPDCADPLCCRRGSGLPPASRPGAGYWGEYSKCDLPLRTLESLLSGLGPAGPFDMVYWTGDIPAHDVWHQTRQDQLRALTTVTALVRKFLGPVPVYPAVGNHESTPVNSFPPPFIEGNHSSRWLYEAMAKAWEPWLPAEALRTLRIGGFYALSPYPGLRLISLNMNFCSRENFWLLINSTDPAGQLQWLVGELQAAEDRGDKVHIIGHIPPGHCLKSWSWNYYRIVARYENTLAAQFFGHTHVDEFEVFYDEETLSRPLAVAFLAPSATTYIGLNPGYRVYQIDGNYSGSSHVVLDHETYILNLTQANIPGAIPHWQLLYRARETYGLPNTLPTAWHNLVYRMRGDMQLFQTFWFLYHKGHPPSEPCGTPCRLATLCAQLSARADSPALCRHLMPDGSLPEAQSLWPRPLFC
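HMU-PC0 cleavage (9 uM final) by human placental ASM, 60 min at 37 °C following 10 min compound exposure at RT; stopped at pH 10, fluorescence Ex 386/Em 447 nm.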
Chronic BCR inh – qHTS Assay to Find Inhibitors of Chronic Active B-Cell Receptor Signaling; Potency, µM (series often up to 46.1 µM), for the others: top-dose ratio change, negative = lower green/red ratio, hits mostly inhibitors; hit rate 0.05% among 340,000; ABC-DLBCL IkBa-CBG/CBR reporter, luminescence ratio, 4 h; active means well fitted inhibition curve with a large enough effect in the signal ratio, with a control signal flat, not every such curve was filed as active; inconclusive means small, poorly fitted or top-dose-only effect, or effect the other way, or a change in a side signal; the % refers to the signal ratio;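 further: potency means the concentration at half of the fitted maximal effect; plate controls were basal doxycycline-induced cells for no effect and cells given 10 µM MG132 for full effect; MG132 reads +100%, hits lower the ratio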
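Compounds up to 46 uM were incubated four hours with TMD8 cells whose green CBG68 luciferase is fused to IkappaBalpha; red CBR luminescence normalised the signal, and concentration-effect curves were fitted to fusion, red and ratio data.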
Menin-MLL TR inh – qHTS Assay for Inhibitors Targeting the Menin-MLL Interaction in MLL Related Leukemias: Competition With Texas Red Labeled MLL-derived Mutant Peptide. Potency, µM (titrated, usually from 61.6 µM), without a hit: at the top dose FP activity change, negative = inhibition, most hits filed as inhibitors. hit rate 0.23% among 270,000. O00255. Menin + Texas Red MLL mutant peptide, fluorescence polarization; active means well fitted inhibition curve with a large enough effect in the polarisation, with a control signal flat, not every such curve was filed as active; inconclusive means small, poorly fitted or top-dose-only effect, or effect the other way, or a change in a side signal; inactive means no such curve, though single readings can be large or run the other way; the % refers to the polarisation; further: potency means the concentration at half of the fitted maximal effect; % of control where 0% means no effect; many of its hits are not listed in these tables
Coupling enz – qHTS Assay for Inhibitors of Fructose-1,6-bisphosphate Aldolase from Giardia Lamblia: Coupling assay counterscreen | activity change, negative = inhibition, % at 58.2 µM, hits read low | hit rate 0.67% among 290,000 | coupling enzyme system counterscreen, AmpLite Red fluorescence | AID 2472, 2010; in the data active means activity change below about -30%; further: on the % scale 0 is the no-effect control and ±100 the full control effect
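Activity here indicates interference with the coupling reaction, not aldolase inhibition. Compounds at 57.5 uM final met coupling enzymes for 10 min at RT; substrate and AmpLite Red detection followed, with a 525/598 nm fluorescence read after 20 min.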
GALK inhibitor – qHTS Assay for Inhibitors of Human Galactokinase (GALK); Purified GALK, Kinase-Glo residual ATP luminescence; hit rate 0.007% among 270,000; Potency, µM (top dose mostly 57.5 µM), for inactives: at the highest dose activity change, negative = inhibition, hits mostly inhibitors; AID 1868, 2009; further: potency means the concentration at half of the fitted maximal effect; on the % scale 0 is the no-effect control and ±100 the full control effect
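5 nM enzyme, 35 uM ATP, 100 uM galactose, 20 mM HEPES pH8.0, 5 mM MgCl2; 1 h RT; residual ATP by Kinase-Glo Plus luminescence, qHTS format.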
Numbers without * were called inactive; ? = inconclusive; / = not tested or not shown; [ ] = another dose, or the depositor's remark. Unless noted, the call rests on the fitted dose curve; in most records, active means well fitted curve in the direction sought with a large enough effect; inconclusive means small, poorly fitted or top-dose-only effect, or another doubt; inactive means no such curve, though single readings can be large; an effect the other way counts as inactive or inconclusive. These rows are one share of the data; rates above refer to the full screens.

molecule,Giardia kill,a7 integrin act,Tb PFK block,B2AR arrestin,PKM2 activator,PTAP TSG101 blk,S-ASM inh,Chronic BCR inh,Menin-MLL TR inh,Coupling enz,GALK inhibitor
Cc1cccc(N2CCN(C(=O)c3c(Cl)cnn3C)CC2)c1C,7,9%,2%,-0.1%,?,-1%,/,-14%,/,/,0%
O=C(NCCOc1ccccc1)c1n[nH]c(=O)c2ccccc12,-9,11%,5%,-0.3%,-3%,-4%,2%,?,-22%,7,-4%
CC(=O)N1CCN(C(=O)c2ccc(-c3ccccc3Cl)o2)CC1,-9,-51%[inhibitor],-8%,-0.1%,/,0%,2%,-2%,/,/,/
Cc1nc2ccccc2c(=O)n1/N=C/c1cccs1,-17,-30%,-4%,-0.1%,6%,-4%,0%,16%,5%,1,0%
COCCN(CCOC)C(=O)CSc1ccc(S(=O)(=O)N2CCN(C)CC2)cn1,4,-1%,-4%,-0.3%,/,3%,2%,0%,/,/,/
COc1ccc(NC(=O)c2c(C(F)(F)F)nn(C)c2SCc2ccccc2Cl)cc1,-3,-5%,-2%,0.3%,-6%,-7%,-1%,0%,25%,-2,-1%
O=C(NCCc1ccc(Cl)cc1)c1ccc2ccccc2n1,34[activator],-10%,6%,-1.1%,1%,-7%,-27%,6%,10%,1,7%
O=C(/C=C/c1ccncc1)c1ccc(NC(=O)c2ccccc2F)cc1,-7,-73%[inhibitor],?,-0.6%,14%,-6%,-2%,?,25%,2,/
COc1ccc(C(=O)N2CCC(C(=O)Nc3ccc(OC)c(OC)c3)CC2)cc1,16,32%,-1%,-1.1%,-16%,-1%,-3%,?,1%,-3,2%
Cc1ccc(NC(=O)CSc2nnc(-c3ccncc3)n2N)cc1C,-12,6%,3%,0.5%,-1%,-8%,6%,-1%,-4%,7,2%
CCCCn1c(N)c(N(CCC(C)C)C(=O)c2ccc3c(c2)OCCO3)c(=O)[nH]c1=O,3,1%,-7%,-0.1%,/,0%,1%,3%,/,/,/
O=C(CSc1nnnn1C1CC2CCC1C2)Nc1ccnc2ccccc12 (stereo unspecified),12,-13%,1%,0.7%,8%,-7%,-7%,-1%,18%,3,0%
COc1ccc(C(=O)NCCCNC(=O)c2ccco2)cc1OC,9,?,-4%,-1.1%,/,-1%,2%,-17%,6%,1,5%
O=C(CCC(=O)N1CCSc2ccccc21)NCc1cccc(Br)c1,-3,-17%,-6%,0.4%,2%,-1%,1%,16%,14%,0,/
CC(=O)Nc1ccc(CN2CCN(CCc3ccccc3)C(CCO)C2)cc1 (stereo unspecified),-8,0%,5%,-0.6%,0%,-10%,4%,-10%,-2%,0,-2%
O=C(N=Nc1c(O)n(Cc2ccccc2)c2ccccc12)c1cc2ccccc2cc1O,-8,-11%,1%,-0.2%,2%,0%,/,?,?,4,1%
COc1ccc(N(C)C(=O)C2CCCN2S(=O)(=O)c2cccc3nsnc23)c(OC)c1 (stereo unspecified),-12,1%,3%,-0.5%,/,-2%,2%,0%,/,/,-3%
O=C(/C=C/c1cccs1)Nc1ccc(Br)cn1,-6,-18%,-4%,-1.9%,-16%,5%,2%,?,1%,1,0%
CCN(CC)CCN(Cc1cc2cc(C)ccc2[nH]c1=O)C(=S)NCc1ccco1,24,-38%,-9%,3.6%,12%,-7%,-1%,?,-17%,-20,1%
O=C(CNc1ccccc1)NN=C1CCCC1,8,-2%,-6%,0.2%,1%,-4%,0%,2%,-5%,-1,11%
CCOc1ccc(/C=N/N2C(C)CCCC2C)cc1 (stereo unspecified),6,16%,8%,-1.2%,/,-4%,0%,3%,-24%,0,-2%
CCn1c(COc2ccc(C)cc2)nnc1SCc1nc2ccccc2[nH]1,2,3%,0%,-0.2%,2%,-9%,0%,-2%,10%,4,0%
COc1ccc(OC)c(/C=N/NC(=O)CNC(=O)c2ccc(S(=O)(=O)N3CCCC3)cc2)c1,-9,0%,-2%,-0.1%,-8%,-7%,48%[activator],-5%,1%,0,7%
CCC(C)c1ccccc1OCCCCN1CCCC1 (stereo unspecified),3,-64%[inhibitor],0%,-1.2%,7%,-3%,-1%,-14%,-11%,-4,2%
CCCCCCC1(C)NC(=O)N(C(C)C(=O)Nc2ccc(N3CCOCC3)cc2)C1=O (stereo unspecified),6,-29%,-1%,0.4%,/,-5%,-1%,4%,/,/,/
COc1ccc2c(c1)c(C(C)=O)c(C)n2-c1ccc(C(C)=O)cc1,-20,0%,-9%,-0.5%,/,-3%,13%,1%,?,-1,-1%
Cc1cc(-c2ccccc2)nc2oc3c(c12)NC(=O)CN(c1ccccc1)C3=O,-12,0%,3%,-0.6%,3%,2%,12%,?,/,3,0%
CN(Cc1ccccc1)C(=O)c1cccc(NC(=O)c2ccco2)c1,0,0%,-10%,0.3%,-13%,-10%,0%,-3%,-25%,0,-3%
Cc1nnc(SCC(=O)NC2CCCc3c2cnn3-c2ccc(F)cc2F)o1 (stereo unspecified),-5,-3%,1%,0.1%,2%,1%,0%,7%,/,/,-3%
COCCNC(=O)C(c1ccc(C)o1)N(C(=O)Cn1nnc2ccccc21)c1ccccc1 (stereo unspecified),-21,-14%,-1%,0.2%,2%,-1%,7%,1%,-7%,-2,5%
O=C(c1ccc(COc2c(F)c(F)c(F)c(F)c2F)o1)N1CCN(Cc2ccc3c(c2)OCO3)CC1,45[activator],-14%,-7%,0.5%,-1%,0%,0%,?,-7%,5,-2%
CCOc1ccc(S(=O)(=O)N(CC(=O)NCc2ccncc2)c2ccc(C)cc2)cc1,-11,-11%,0%,-0.1%,5%,-4%,-1%,-1%,-4%,3,-3%
Cc1ccc(NS(=O)(=O)c2cc(C(=O)N(C)C3CCN(C)CC3)ccc2Cl)cc1Cl,-1,-14%,-2%,0.2%,/,0%,5%,-1%,/,/,/
CC(NC(=O)C(=O)N/N=C/c1ccc(Cl)cc1)c1ccccc1 (stereo unspecified),-18,-8%,3%,-0.8%,12%,-4%,-1%,1%,15%,6,-1%
N#Cc1c(-c2ccccc2)nc(N2CCCCCC2)[nH]c1=O,-13,-2%[7.66 µM],-2%,-0.2%,3%,-6%,2%,-2%,-9%,6,0%
Cc1cc(=O)n(C(NC(=O)c2ccccc2)C(=O)c2ccccc2)cn1 (stereo unspecified),8,-37%,12%,4.9%,1%,-7%,3%,3%,0%,0,0%
Cc1ccccc1C(=O)NC1CCN(C(=O)Nc2ccccc2Cl)CC1,-10,1%,1%,-0.2%,8%,-2%,3%,10%,?,6,-2%
O=C(C[C@@H]1C/C=C\C[C@H](NC(=O)OCC2c3ccccc3-c3ccccc32)C(=O)OC[C@H]2CCCN2C1=O)N[C@H](CO)Cc1ccccc1,?,0%,3%,-0.7%,/,-11%,-11%,-19%,/,/,/
O=C(COC(=O)COc1ccccc1Cc1ccccc1)Nc1cccnc1Cl,-1,8%,0%,0.0%,8%,1%,?,6%,13%,3,3%

From PubChem
